Source: PubChem BioAssay (several laboratories)
HTR1E agonist = activates the human 5-HT1E serotonin receptor; activation, % at 6 µM; P28566; CHO 5-HT1E Ga15 NFAT-bla reporter, FRET; 0% DMSO wells, 100% control agonist wells; 65,000 compounds, 0.69% hits;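 active = activation above a set limit, the screen-wide mean activation plus 3 SD, cut at about 8.5% in these data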;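 also: 100% = positive control agonist at 1 µM giving full maximal response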
Target sequence (P28566 whole entry, looked up): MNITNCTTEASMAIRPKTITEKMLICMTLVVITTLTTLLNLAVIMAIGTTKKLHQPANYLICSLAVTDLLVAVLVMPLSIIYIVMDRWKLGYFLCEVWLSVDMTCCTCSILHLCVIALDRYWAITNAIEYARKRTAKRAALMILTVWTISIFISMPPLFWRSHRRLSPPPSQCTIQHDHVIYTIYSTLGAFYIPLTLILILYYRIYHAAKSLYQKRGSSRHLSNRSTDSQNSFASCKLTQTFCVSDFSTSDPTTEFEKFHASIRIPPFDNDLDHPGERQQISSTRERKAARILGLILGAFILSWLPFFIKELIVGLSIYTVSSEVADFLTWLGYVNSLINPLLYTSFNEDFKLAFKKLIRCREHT
Ecoli tolC = E. coli tolC mutant growth inhibition; E. coli BW25113 tolC mutant growth, OD615; 65,000 compounds, 2.2% hits; growth inhibition, % at 10 µM (by protocol);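 active = growth inhibition at or above a cutoff equal to the mean over every tested compound plus 3 SD, cut at about 60% in these data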;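 also: growth measured after 20 h incubation at 37 °C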
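signal = optical density read at 615 nm | test system = E. coli ΔtolC::kan strain BW25113 | timing = 20 h compound exposure of bacteria at 37 °C | buffer or medium = LB medium plus 50 µg/mL kanamycin | compound dosing = 10 µM final, single dose | evaluation = % inhibition of E. coli growth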
RORa activator = activators of human nuclear receptor RORA; CHO-K1 Gal4-RORA LBD luciferase reporter, luminescence; percent increase over mock-subtracted basal signal; P35398; AID 560; 65,000 compounds, 1.5% hits; activation, % at 10 µM;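 active = activation above the mean of all tested compounds plus 3 SD, cut at about 49% in these data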;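 also: 0% = DMSO-treated RORA cells and 100% = added signal equal to DMSO minus mock-transfected cells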
SF-1 act = SF-1 (human) activation; Q13285; CHO-K1 Gal4-SF-1 LBD luciferase reporter; % increase over DMSO SF-1-specific signal; activation, % at 10 µM; 65,000 compounds, 1.9% hits; AID 522;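 active = activation above the mean activation of all tested compounds plus 3 SD, cut at about 50% in these data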
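Material: CHO-K1 cells with Gal4–hSF-1 LBD chimera plus Gal4-driven luciferase / Input: 4,000 CHO-K1 cells per well / Incubation: compound exposure 20 h at 37 °C / Signal: luminescence read 15 min after SteadyLite luciferase reagent, after room-temperature equilibration / Read-out: percent activation versus DMSO / Benchmarks: DMSO negative control and −SF1 background wells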
5HT1a antag = blocks the human serotonin 5-HT1a receptor | 62,000 compounds, 0.68% hits | P08908 | inhibition, % at 10 µM | CHO 5-HT1a Ga15 NFAT-bla reporter, antagonist mode;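 active = inhibition above the mean of all tested compounds plus 3 SD, cut at about 43% in these data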;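 also: receptor stimulated by 5-CT agonist at 100 nM near EC80; beta-lactamase reporter measured by ratiometric fluorescence of a cleavable substrate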
Target sequence (P08908 whole entry, looked up): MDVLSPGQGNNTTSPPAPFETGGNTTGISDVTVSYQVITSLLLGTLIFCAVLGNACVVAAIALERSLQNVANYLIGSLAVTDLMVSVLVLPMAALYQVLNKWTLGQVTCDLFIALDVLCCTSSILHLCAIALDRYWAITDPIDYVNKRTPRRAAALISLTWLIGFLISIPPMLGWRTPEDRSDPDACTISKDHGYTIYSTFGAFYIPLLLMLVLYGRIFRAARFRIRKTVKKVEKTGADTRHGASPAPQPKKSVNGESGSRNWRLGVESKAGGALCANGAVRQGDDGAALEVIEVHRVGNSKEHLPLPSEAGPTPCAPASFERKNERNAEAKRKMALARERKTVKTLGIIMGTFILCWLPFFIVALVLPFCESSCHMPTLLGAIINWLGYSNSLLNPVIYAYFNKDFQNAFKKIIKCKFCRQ
MMP13 inh = inhibitors of human MMP13; 65,000 compounds, 0.07% hits; P45452; MMP-13 fTHP FRET cleavage, Mca fluorescence; AID 570; inhibition, % at 4 µM;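 active = inhibition above the mean of compound-free control plate wells plus 3 SD, cut at about 14% in these data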;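 also: 0% = DMSO wells and 100% = wells with reference MMP-13 inhibitor after basal subtraction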
HTR1E antagonist = 5-HT1E (human) receptor antagonism | P28566 | CHO 5-HT1E Ga15 NFAT-bla reporter, FRET, antagonist | AID 571 | 65,000 compounds, 0.99% hits | inhibition, % at 6 µM;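 active = inhibition above a set limit, the mean inhibition across every tested compound plus 3 SD, cut at about 29% in these data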;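 also: signal is the 460 over 535 nm emission ratio of beta-lactamase substrate; 0% = agonist plus DMSO wells and 100% = wells without agonist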
NADH coupling = blocks coupling enzymes of NAD/NADH assays | coupled PK/LDH NADH assays, four targets | IC50, µM (series often up to 10 µM), for inactives: at the top dose inhibition | 65,000 compounds, 0.02% hits;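 active = single-dose screening hits from any of four coupled enzyme assays that gave an IC50 when retested across doses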;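 also: the DPM-DC format reads NADH fluorescence rather than 340 nm absorbance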
5HT1a ag = activates the human 5-HT1a serotonin receptor; CHO 5-HT1a Ga15 NFAT-bla reporter, FRET ratio; 0% basal, 100% maximal reference agonist; 65,000 compounds, 0.56% hits; AID 567; activation, % at 10 µM;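 active = activation above the screen-wide mean activation plus 3 SD, cut at about 19% in these data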;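 also: 0% = DMSO wells and 100% = 5-CT at EC100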
The depositor's hits bear a star; nt = not tested or not shown; [ ] = another dose, or the depositor's remark.

SMILES	HTR1E agonist	Ecoli tolC	RORa activator	SF-1 act	5HT1a antag	MMP13 inh	HTR1E antagonist	NADH coupling	5HT1a ag
O=C1CCCC2=C1C(c1ccccc1)CC(=O)N2c1ccccc1 (centres undefined)	-0.3	-2	0	-1	3	5	-1	6%	0.2
CC(C)N1C(=S)SC2CS(=O)(=O)C=C21 (centres undefined)	0.3	-14	-10	-5	13	3	3	8%	-6.2
CCC(c1nnnn1C(C)(C)C)N1CCN(c2cc(Cl)ccc2C)CC1 (centres undefined)	-0.9	28	3	-9	44*	4	-2	7%	-1.9
CC(C)C(=O)c1cn(CC(=O)NCC2CCCO2)c2ccccc12 (centres undefined)	-0.7	-14	-22	-7	1	2	-4	3%	-2.7
N#Cc1ccccc1Cn1c(=O)n(Cc2ccc(C(=O)NCc3ccco3)cc2)c(=O)c2ccccc21	1.0	-16	7	18	0	-1	22	1%	3.1
O=C(Cn1cnc2c(cnn2-c2ccc(F)cc2)c1=O)NCCc1ccccc1	-0.6	3	-3	-19	-6	4	0	2%	-0.5
O=C(O)CCC(=O)N1CCc2cc(S(=O)(=O)N3CC=C(c4ccccc4)CC3)ccc21	-0.1	14	-11	-5	0	-2	-9	1%	1.3
COCCn1c(=O)[nH]c2cc(C(=O)NCCc3ccc(OC)c(OC)c3)ccc2c1=O	-1.1	-7	-15	-10	0	4	9	4%	-0.4
Cc1ccc2oc(-c3ccc(NC(=O)c4cccnc4)cc3)nc2c1	0.2	10	-1	36	2	2	12	3%	0.2
Clc1ccc(C(c2nnnn2C2CCCC2)N2CCSCC2)cc1 (centres undefined)	-0.3	34	-31	-16	50*	8	20	3%	-1.2
O=C(CCCn1c(SCC(=O)c2ccc(O)c(O)c2)nc2ccccc2c1=O)NCC1CCCO1 (centres undefined)	-0.7	19	32	48	-3	0	1	6%	-2.4
c1ccc(-c2cccc(-c3ccccn3)n2)nc1	-2.1	73*	-64	-87	59*	6	45*	6%	-2.3
O=C(Nc1ccc(-c2nc3ncccc3o2)cc1)c1ccc(Br)o1	1.4	-6	-20	-23	9	-20	62*	7%[fluoresces]	-2.1
CCn1c(SCC(=O)NCc2ccco2)nnc1-c1ccc(N)cc1	-0.2	9	-1	2	nt	0	-4	3%	-1.5
CCOc1cc2[nH]c(=S)n(CCCCC(=O)NCc3ccco3)c(=O)c2cc1OCC	-0.9	-8	8	-42	4	6	-6	6%	-0.4
CCOc1ccccc1N1CCN(C(=O)c2ccncc2)CC1	1.5	-1	-11	-2	-1	-1	2	2%	0.3
COc1ccc(-n2nc(C(=O)NCc3ccco3)c3c4ccccc4n(C)c3c2=O)cc1Cl	6.5	-20	-24	-4	-13	-5	-5	20%	-5.9
O=C1CN(C(=O)COC(=O)C2CC(=O)N(Cc3ccco3)C2)c2ccccc2N1 (centres undefined)	-0.6	-2	1	20	5	7	-8	4%	-0.4
O=S(=O)(c1ccc(F)cc1)N1CCN(c2ncnc3c2cnn3-c2ccccc2)CC1	0.0	-13	12	11	3	2	-10	4%	1.5
Cc1ccc(Cn2c(NCCc3ccccc3)nc3c2c(=O)n(C)c(=O)n3C)cc1	0.3	-15	-4	25	9	0	8	3%	3.4

One compound at a time (already shown). Order of values: HTR1E agonist | Ecoli tolC | RORa activator | SF-1 act | 5HT1a antag | MMP13 inh | HTR1E antagonist | NADH coupling | 5HT1a ag
Profile of O=C1CN(C(=O)COC(=O)C2CC(=O)N(Cc3ccco3)C2)c2ccccc2N1 (centres undefined) → -0.6 | -2 | 1 | 20 | 5 | 7 | -8 | 4% | -0.4
Profile of O=C(Nc1ccc(-c2nc3ncccc3o2)cc1)c1ccc(Br)o1 → 1.4 | -6 | -20 | -23 | 9 | -20 | 62* | 7%[fluoresces] | -2.1
Profile of c1ccc(-c2cccc(-c3ccccn3)n2)nc1 → -2.1 | 73* | -64 | -87 | 59* | 6 | 45* | 6% | -2.3
Profile of COc1ccc(-n2nc(C(=O)NCc3ccco3)c3c4ccccc4n(C)c3c2=O)cc1Cl → 6.5 | -20 | -24 | -4 | -13 | -5 | -5 | 20% | -5.9

The results go on.
SMILES	HTR1E agonist	Ecoli tolC	RORa activator	SF-1 act	5HT1a antag	MMP13 inh	HTR1E antagonist	NADH coupling	5HT1a ag
Cc1nc2nc[nH]n2c(=O)c1NC(=O)CCc1ccccc1	-0.1	-5	-21	-18	-6	2	-8	4%	-1.6
O=C(COc1ccccc1Cl)Nc1ccc2c(c1)OCCO2	0.0	19	-9	-8	-1	5	6	0%	16
CCOc1ccccc1N(C(=O)Cn1nnnc1-c1ccc(C)o1)C(CC)C(=O)NC(C)(C)C (centres undefined)	0.2	-15	-15	1	-12	4	-3	2%	-0.6
O=C(CSc1n[nH]c(-c2ccncc2)n1)Nc1ccccn1	0.5	-8	-14	-2	-10	-1	-10	4%	-1.5
C=CCn1c(C(C)NC(=O)CCC)nc2ccccc21 (centres undefined)	0.0	-9	7	3	-4	5	16	2%	-1.5
Cc1ccccc1Cn1c(=O)c2c(nc3n2CCCN3Cc2ccccc2)n(C)c1=O	1.2	1	-29	8	10	6	3	1%	2.9
COCCN1C(=O)C(CC(=O)Nc2ccc(C(=O)O)cc2)SC1=Nc1ccccc1 (centres undefined)	-0.1	-5	8	5	3	3	6	1%	0.5
CC(C)(CSc1nncn1N)NS(=O)(=O)c1ccc(Cl)cc1	-1.3	-4	9	-5	-8	2	4	2%	0.8
Clc1ccc(OCCN2CCN(c3ncnc4sccc34)CC2)cc1	0.5	94*	-81	-90	17	-10	8	6%	0.2
Cc1cc2c(cc(C(=O)NCCCN3CCOCC3)n2Cc2ccc(Cl)cc2)o1	0.2	6	3	8	-1	6	7	5%	-0.2
CCOc1ccc(OCC)c(NC(=O)CN2CCC(NC(=O)c3cccc(F)c3)CC2)c1	-0.6	23	-2	-3	-10	11	0	10%	-0.3
COC(=O)CCCc1nc2ccccc2s1	0.0	-4	-4	-14	-12	-1	-9	7%	-0.9
Cn1cc(S(=O)(=O)CC(=O)Nc2ccc3c(c2)OCO3)c2ccccc21	0.4	3	-17	-9	3	6	8	2%	0.6
COc1cccc2cc(C(=O)C3=C(O)C(=O)N(CCN(C)C)C3c3ccc(F)cc3)oc12 (centres undefined)	-0.7	-5	-4	-3	-8	-1	-11	6%	-0.7
Clc1ccc(CSc2nnc([C@@H]3CCCN3)o2)cc1Cl	0.0	11	-9	-8	-1	-6	6	4%	-4.8
Cn1c(=O)c2cc(S(=O)(=O)N3CCC(c4ccccc4)CC3)ccc2n(C)c1=O	-0.3	-3	-10	5	15	0	7	1%	-2.5
O=C(c1ccc(N2CCOCC2)nc1)N1CCCCC1	-0.6	-12	6	6	-7	-3	3	4%	-3.5
CC(C)N(Cc1nc(-c2ccccc2)no1)C(=O)c1ccc2c(c1)OCO2	-0.7	25	-12	-3	2	1	-7	1%	-0.1
COc1ccc(OCC(=O)Nc2cccc(C(C)=O)c2)cc1	-0.3	-11	-7	0	3	5	20	8%	0.3
COc1cc(NC(=O)c2cc(C)on2)cc(OC)c1OC	-0.5	-12	-12	2	-1	5	-4	5%	-2.2
CC1(C)CC(=O)c2sc(NC(=O)CN3CCOCC3)nc2C1	0.7	-16	-11	7	-2	5	3	11%	2.3
CS(=O)(=O)NCCSc1nnnn1-c1ccccc1	0.3	6	-7	-11	2	1	4	1%	0.6
COc1ccc(N2CSC3=C(C#N)C(c4cccc(OC)c4OC)CC(=O)N3C2)cc1 (centres undefined)	1.0	-12	-2	19	4	-2	-12	10%	-0.1
O=C(NCC1COc2ccccc2O1)c1ccco1 (centres undefined)	1.2	-9	-12	14	3	3	-7	4%	-3.5
O=C(NCc1cccnc1)C1CCCN(S(=O)(=O)c2ccc(Br)cc2)C1 (centres undefined)	-0.2	9	9	6	-12	6	-2	8%	-0.2
COc1ccccc1C(=O)NCCn1cc(SCC(=O)Nc2cc(C)on2)c2ccccc21	-1.0	25	-8	-15	18	-1	-2	4%	1.1
CCOC(=O)N1CCN(C(=O)c2ccc(Cn3c(=S)[nH]c4cc5c(cc4c3=O)OCO5)cc2)CC1	-0.7	2	-4	-1	-4	6	29*	4%	6.5
COC(=O)c1cc2ccsc2n1CC(=O)Nc1ccc(N(C)C)cc1	-1.2	12	24	-3	8	4	-2	6%	-2.8
Cc1cc2c(c(=O)n1CCN(C)C)C(c1ccc(Br)cc1)C(C#N)=C(N)O2 (centres undefined)	0.2	-21	-14	-5	-3	4	-6	1%	-3.7
Cc1ccc(CS(=O)(=O)Cc2ccc(C(=O)NCc3ccccn3)o2)cc1	0.0	4	-2	-14	5	10	-2	2%	-2.1
COc1ccc(C(=O)NCC(c2cccnc2)N2CCN(c3ccccc3)CC2)cc1OC (centres undefined)	0.9	-6	-14	12	-6	6	-7	3%	0.2
COc1ccc(Cc2nn3c(-c4ccccc4Br)nnc3s2)cc1	-0.5	44	-4	-10	17	2	5	2%	-0.8
Cc1cc(NC(=O)c2ccc3c(c2)C(=O)N(C2CCCCC2)C3=O)no1	-0.8	11	-3	15	-5	-2	-9	4%	-4.5
O=C(Nc1c(-c2ccccc2)nc2ccccn12)c1ccco1	1.1	-4	-10	-12	4	-1	-5	2%	-2.1
COc1cccc(-c2noc(CCC(=O)Nc3cccnc3)n2)c1	-1.2	5	-4	-2	5	-2	-1	6%	-1.7
CCCN1CCC(N(C)CCc2ccc(OC)c(OC)c2)CC1	-1.0	7	-21	-1	5	0	2	5%	-3.1
C=CCOc1ccccc1/C=c1\sc2nc(-c3oc4ccccc4c3C)nn2c1=O	0.7	3	-5	4	-8	1	2	6%	-3.2
CCCCCCOC(=O)C(C#N)c1nc2ccccc2nc1N1CCOCC1 (centres undefined)	-0.1	1	-13	0	1	-2	1	4%	0.0
Cc1ccccc1CN1CCN(CC(=O)NCCCN2CCN(c3ccc(F)cc3)CC2)C1=O	0.6	7	-1	-12	5	10	2	5%	-1.7
CC(C)(C)NC(=O)COC(=O)Cc1ccc(Cl)cc1	-0.9	-2	-7	-13	-3	-1	-1	1%	-0.2
CCOC(=O)C1CCN(Cc2ccc(F)c(Br)c2)CC1	0.5	-13	-10	-9	-2	2	-5	6%	0.8
CCCOC(=O)CSC1=C(C#N)C(c2ccccc2OC)C(C#N)C(=O)N1 (centres undefined)	0.2	11	-7	5	nt	2	-11	3%	-1.7
CCCC(=O)Nc1ccc2c(c1)C(=O)N(CCC(=O)O)C2=O	0.2	-6	4	-2	-8	-52[fluorescence artefact?]	0	9%[fluoresces]	-0.9
C=CCSc1nnc(-c2ccccc2NC(=O)CC)c(=O)[nH]1	-1.1	4	11	-1	0	-3	-11	3%	-2.7
COC(=O)CSc1nc2c(c(=O)n(C)c(=O)n2C)n1CCC(C)C	-0.2	11	-4	2	nt	-5	11	1%	4.2
COC(=O)c1ccc(-c2ccco2)n1Cc1nc(-c2ccc(OC)c(OC)c2)oc1C	0.7	6	-12	5	-4	-2	5	2%	-0.3
O=C(Nc1ccccc1)N1CCCC2CCCCC21 (centres undefined)	-0.6	18	42	41	19	6	1	4%	-2.2
CCOc1ccccc1-c1nnc(SCC(=O)Nc2ccccc2)o1	-0.1	25	-4	0	-6	4	5	2%	-0.6
CCOC(=O)Cc1csc(NC(=O)CSc2nnc(Cc3csc(N)n3)n2C)n1	0.1	-13	-7	-2	-5	-6	0	4%	0.5
